influenza NS1A – H1N1 influenza NS1A inhibitors, functional cell based assay (AID 504329); NS1A functional cell-based assay, percent inhibition; higher % means a stronger effect; inhibition, % at 12.5 µM, or IC50 in µM where a hit was titrated; actives 0.3% (n = 340,000); in the data active = a potency from the dose series; inconclusive = inhibition above about 27% without an active follow-up result; note: strong numbers were not always called active
M. tuberculosis HTS – M. tuberculosis growth inhibition, HTS (AID 449762); actives 0.59% (n = 330,000); M. tuberculosis H37Rv growth inhibition, 7H9 media; higher % means a stronger effect; one-dose inhibition, % at 25 µM; IC50 in µM for titrated hits; in the data active = a potency from the dose series; inconclusive = inhibition above about 70% without an active follow-up result;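 note: bacterial growth assessed after seven days of incubation; strong numbers were not always called active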
PhoP GFP inhibition – PhoP regulon inhibitors, Salmonella typhi PhoP promoter GFP reporter, confirmatory (AID 1850) | one-dose inhibition, % at 50 µM; IC50 in µM for titrated hits | Salmonella Typhi PhoP-promoter GFP reporter, fluorescence, 4 h; higher % means a stronger effect | actives 0.33% (n = 310,000); in the data active = a potency from the dose series; inconclusive = inhibition mostly from about 25% at the one dose, without a potency; inactive = the rest, 99 in 100 with inhibition below about 19%;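 note: 0% = induced wells with vehicle and 100% = uninduced wells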
VEEV TC-83 Vero – inhibitors of VEEV TC-83 cytopathic effect, confirmation, Vero cells (AID 588727); actives 0.13% (n = 350,000); one-dose inhibition, % at 20 µM; IC50 in µM for titrated hits; Vero cells, VEEV TC-83 cytopathic effect inhibition; higher % means a stronger effect; in the data active = a potency from the dose series; inconclusive = inhibition mostly from about 14% at the one dose, without a potency; inactive = the rest, 99 in 100 with inhibition below about 12%; note: strong numbers were not always called active
tuberculosis growth – growth inhibition of non-replicating M. tuberculosis (AID 488890); one-dose inhibition, % at 25 µM; IC50 in µM for titrated hits; actives 0.39% (n = 320,000); Mycobacterium tuberculosis non-replicating, growth inhibition; higher % means a stronger effect; in the data active = a potency from the dose series; inconclusive = inhibition mostly from about 82% at the one dose, without a potency; inactive = the rest, 99 in 100 with inhibition below about 76%;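 note: plate controls were DMSO cells for no effect and high antibiotic wells for full effect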
VEEV TC-83 Vero 10K pilot screen – recorded beside VEEV TC-83 Vero, whose call it bears; inhibition, %; measured here: 10K pilot screen inhibition
* marks the source's active call; other numbers are inactive results; i = inactive; ? = inconclusive; . = not tested or not shown.

SMILES	influenza NS1A	M. tuberculosis HTS	PhoP GFP inhibition	VEEV TC-83 Vero	tuberculosis growth	others
CC(C)CNS(=O)(=O)c1ccc(OCC(=O)Nc2ccc3c(c2)OCO3)c(Cl)c1	-8%	-5%	-3%	i	10%	VEEV TC-83 Vero 10K pilot screen=0.0
Cc1ccc2oc(=O)n(Cc3ccccc3OC(C)C)c2c1	13%	-8%	-8%	3.3%	29%
COc1ccc(Cl)cc1NC(=O)COc1ccc(S(=O)(=O)N2CCOCC2)cc1C	8%	10%	-8%	1.6%	-9%
COc1ccccc1N1C(=O)C2CCC(c3ccccc3)CC2C1=O (stereo not given)	13%	-9%	-2%	i	-6%
CCCOc1ccc(N2C(=O)CC(N3CCN(c4ccccc4OC)CC3)C2=O)cc1 (stereo not given)	-9%	-10%	10%	1.1%	69%
O=C(c1ccc2c(c1)OCO2)N1CCN(c2ccccc2)CC1	-5%	-6%	2%	0.3%	-7%
COc1ccc(S(=O)(=O)N2CCOC2CNC(=O)C(=O)NCc2ccncc2)cc1OC (stereo not given)	4%	-9%	-8%	1.0%	-10%
CC(=O)c1cc2c(cc1NC(=O)c1ccco1)OCCO2	3%	-3%	-3%	1.0%	15%
Cc1[nH]c2ccccc2c1SCc1nnc(SCc2ccccc2)n1C	-1%	2%	-1%	1.9%	8%
CCN(CC)C(=O)C1CCCN(Cc2ccccc2)C1 (stereo not given)	-1%	-7%	6%	i	-8%
CCNC(=O)NC(=O)COC(=O)CNC(=O)COc1ccccc1	4%	-7%	-15%	1.6%	1%
N=C1C(c2ccccc2)=C(O)CN1c1cccc(S(=O)(=O)NCc2ccco2)c1	-3%	-2%	-14%	0.4%	-14%
Cc1cccnc1NC(=O)CCCNC(=O)c1ccc(Cl)cc1	-9%	3%	7%	1.7%	-7%
CC(=O)Nc1ccc(-c2nnc(SCC(=O)c3ccc4c(c3)Cc3ccccc3-4)n2C)cc1	8%	-3%	-21%	3.2%	0%
COCCCn1c(=N)c(C(=O)NC2CCCCC2)cc2c(=O)n3ccccc3nc21	-3%	1%	2%	0.5%	3%
CC(=O)Oc1ccc(N2C(=O)C3C4C=CC(CO)(O4)C3C2=O)cc1 (stereo not given)	2%	1%	5%	i	-13%
COc1ccc(S(=O)(=O)N2CCN(C(=O)c3ccc(=O)[nH]n3)CC2)cc1OC	-10%	.	.	3.3%	.
O=C(CCc1ccc(S(=O)(=O)N2CCOCC2)cc1)N1CCc2ccccc2C1	-2%	-4%	-15%	0.4%	5%
CCCCN=C1CC(C)(C)CC(=O)/C1=C(/O)CCC	8%	-3%	1%	0.1%	20%
CC(=O)Nc1ccc(S(=O)(=O)NCC2(N3CCOCC3)CCCCC2)cc1	-3%	.	.	i	.
CCOc1ccc(C(C)=O)cc1COC(=O)C(C)N=C1NS(=O)(=O)c2ccccc21 (stereo not given)	5%	-7%	-3%	2.8%	-12%
O=C1CC[C@H](OCc2ccccc2)CCN1[C@H](CSc1ccccc1)Cc1ccccc1	13%	-5%	-3%	1.0%	32%	VEEV TC-83 Vero 10K pilot screen=0.5
C=CCn1c(=O)c(C(=O)NCc2ccc3c(c2)OCO3)c(O)c2cc(OC)c(OC)cc21	-16%	0%	-9%	4.4%	13%
O=C(CSc1ccc2nnc(-c3ccncc3)n2n1)Nc1nccs1	-2%	.	.	0.5%	.
N#CC1=C(N)SC(N)=C(C#N)C1C1CC=CCC1 (stereo not given)	6%	0%	5%	0.1%	15%
CC(=NNC(=S)N1CCN(C2CCCCCC2)CC1)c1ccccn1	1.7µM*	.	.	i	.
COC(CNC(=O)c1ccc2nc(-c3ccccc3)c(-c3ccccc3)nc2c1)OC	2%	2%	-8%	7.5%	10%
Cc1ccc(S(=O)(=O)c2c(N)n(/N=C/c3ccco3)c3nc4ccccc4nc23)cc1	1%	-1%	-13%	i	8%
Cc1ccc(S(=O)(=O)N2[C@@H](c3ccc(C(C)C)cc3)C(C(=O)O)=C[C@H]2C(C)(C)C)cc1	6%	-3%	.	1.5%	72%
O=C(c1ccc2c(c1)OCCO2)C1CCN(C(=O)c2ccc(F)c(F)c2)CC1	21%	-3%	3%	i	13%

Among those listed so far, two contain an NH in an aromatic ring:
SMILES	influenza NS1A	M. tuberculosis HTS	PhoP GFP inhibition	VEEV TC-83 Vero	tuberculosis growth	others
Cc1[nH]c2ccccc2c1SCc1nnc(SCc2ccccc2)n1C	-1%	2%	-1%	1.9%	8%
COc1ccc(S(=O)(=O)N2CCN(C(=O)c3ccc(=O)[nH]n3)CC2)cc1OC	-10%	.	.	3.3%	.

Among those listed so far, 4 have an aryl thioether with sulfur outside any ring:
SMILES	influenza NS1A	M. tuberculosis HTS	PhoP GFP inhibition	VEEV TC-83 Vero	tuberculosis growth	others
Cc1[nH]c2ccccc2c1SCc1nnc(SCc2ccccc2)n1C	-1%	2%	-1%	1.9%	8%
CC(=O)Nc1ccc(-c2nnc(SCC(=O)c3ccc4c(c3)Cc3ccccc3-4)n2C)cc1	8%	-3%	-21%	3.2%	0%
O=C1CC[C@H](OCc2ccccc2)CCN1[C@H](CSc1ccccc1)Cc1ccccc1	13%	-5%	-3%	1.0%	32%	VEEV TC-83 Vero 10K pilot screen=0.5
O=C(CSc1ccc2nnc(-c3ccncc3)n2n1)Nc1nccs1	-2%	.	.	0.5%	.

More structures
SMILES	influenza NS1A	M. tuberculosis HTS	PhoP GFP inhibition	VEEV TC-83 Vero	tuberculosis growth	others
Cc1onc(-c2ccccc2Cl)c1C(=O)NC1CCS(=O)(=O)C1 (stereo not given)	-12%	-4%	2%	1.6%	.
Cc1ccc(-n2c(SCC(=O)Nc3cccc(S(=O)(=O)NC4=NCCCCC4)c3)nc3ccccc3c2=O)cc1	-6%	4%	-5%	10%	13%
O=C(Nc1nc2c(F)cc(F)cc2s1)c1ccco1	-5%	0%	-1%	2.4%	36%
CN(C)C(=O)c1cn(N(C)c2ncc(C(F)(F)F)cc2Cl)c(=O)c2ccccc12	-12%	2%	-2%	0.2%	-12%
CCOC(=O)c1ccc2[nH]c3c(c2c1)CCCC3NC=O (stereo not given)	2%	7%	-6%	1.4%	16%
CCCCCn1c(=S)[nH]c2cc(C(=O)N3CCCC3)ccc2c1=O	3%	55%	-1%	1.6%	42%
CCOC(=O)c1ccc(NC(=S)N2CCC(C(N)=O)(N3CCCCC3)CC2)cc1	-4%	2%	2%	0.7%	38%
CC1=C/C(=N\Nc2ccccc2[N+](=O)[O-])CC(C)(C)C1	15µM*	3%	14%	0.1%	29%	VEEV TC-83 Vero 10K pilot screen=0.8
O=C(CN1C(=O)c2ccccc2C1=O)Nc1ccc(-c2nc3ccccc3o2)cc1	-19%	-1%	-5%	5.6%	0%
Cc1ccc(COc2ccc(-c3nnco3)cc2)cc1	17%	5%	3%	i	55%
O=C(OC1CCOC1=O)c1ccc(Cl)c(S(=O)(=O)N2CCOCC2)c1 (stereo not given)	-19%	-15%	.	1.2%	-5%
CC(=O)Nc1ccc(-c2csc(N/N=C\c3ccncc3)n2)cc1	.	6%	3%	13%	18%
CSc1nc(S(=O)(=O)c2ccc(C)cc2)c(Cl)s1	-5%	-5%	15%	0.7%	5%
Cc1noc(C)c1CSCC(=O)OCC(=O)N1CC(=O)Nc2ccccc21	-7%	-2%	-14%	0.8%	-4%
Cc1noc(C)c1-c1nc(CS(=O)(=O)c2ccc(F)cc2)no1	.	-4%	-19%	i	-6%
Cc1ccc(S(=O)(=O)c2nc(Nc3ccccc3)sc2Cl)cc1	8%	.	.	0.7%	.
CCCCNC(=O)c1ccccc1NC(=O)CN(c1ccccc1)S(=O)(=O)N(C)C	4%	2%	3%	1.1%	-1%
CCN(CC)S(=O)(=O)c1cccc(C(=O)NC2CCCCC2)c1	-7%	-1%	-14%	1.4%	14%
CCc1nn(C(C)C(=O)N2CC(C)CC(C)C2)c(=O)c2cc3occc3n12 (stereo not given)	-6%	4%	-7%	i	7%
COc1cccc(OC)c1-c1nnc(-c2cn(C)c3ccccc23)o1	6%	-5%	-6%	0.2%	-3%
CN(CC(=O)Nc1cccc(Cl)c1)C1=NS(=O)(=O)c2ccccc21	1%	-4%	.	i	1%
CC(C)CCN1CCN(Cc2cccs2)CC1CCO (stereo not given)	-4%	-10%	3%	1.8%	9%
Cc1cc2[nH]c(=O)c(=O)[nH]c2cc1S(=O)(=O)N1CCN(c2cccc(C)c2C)CC1	-8%	-7%	-11%	0.6%	1%
O=C1CC2(CCN(C(=O)c3ccc(F)cc3)CC2)Oc2ccccc21	-18%	-3%	-1%	0.4%	-9%
COc1cc(/C=N/NC(=O)CNC(=O)c2cccs2)ccc1O	-3%	3%	-6%	i	-8%
O=c1c2cc(NC(=S)N3CCCCC3)ccc2nc2n1CCCCC2	-2%	-8%	4%	4.1%	12%
CC(C)C(NS(=O)(=O)c1cccc2nsnc12)C(=O)NCc1ccco1 (stereo not given)	-7%	-3%	4%	0.4%	-2%
Cc1cccc(NC(=S)N2CCN(S(C)(=O)=O)CC2)c1	-11%	1%	-4%	0.5%	-12%
CS(=O)(=O)N(CC(=O)NCCSCc1cccc(Cl)c1)c1ccc(F)cc1	3%	2%	2%	0.0%	33%
Cc1ccc(CS(=O)(=O)c2ncc(Cl)c(C(=O)Nc3nnc(C)s3)n2)cc1	3%	-2%	-6%	?	25%
COc1cc(C(=O)OCCN2CCOCC2)cc(OC)c1OC	-3%	7%	-7%	i	3%
O=C(c1cc(C(=O)N2CCOCC2)c2nc3ccccc3n2c1)c1ccccc1O	.	1%	-6%	.	3%
CC(NC(=O)Nc1ccc(F)cc1)c1ccc2c(c1)OCO2 (stereo not given)	-15%	-16%	-5%	0.9%	3%
CCCS(=O)(=O)c1nc(S(=O)(=O)c2ccc(C)cc2)c(NCc2ccc3c(c2)OCO3)s1	-9%	1%	-6%	1.4%	-1%
COc1ccc(S(=O)(=O)NC2CC(=O)N(c3ccc(C)c(C)c3)C2)cc1C (stereo not given)	-2%	-6%	7%	2.0%	25%
Cc1ccc2nc3c(cc(C(=O)NCCc4ccccc4)c(=N)n3CCN3CCOCC3)c(=O)n2c1	-9%	6%	-13%	0.1%	11%
CCOc1cnc(-c2c(-c3c(Cl)cccc3Cl)noc2C)o1	8%	4%	-10%	2.1%	-6%
C/C(=N\NC(=O)C1(C)CC1(Br)Br)c1ccc(C)cc1C (stereo not given)	-8%	10%	4%	4.4%	5%
CCOc1ccccc1CNn1cnnc1	-2%	-9%	3%	5.3%	-8%
CN(C)C=NC(=O)c1cc(C(=O)c2ccc(F)cc2)c[nH]1	-6%	-1%	6%	1.3%	-19%
COCc1cc(C)nc(OCC(=O)N/N=C/c2ccc(OC)c(OC)c2)c1C#N	-7%	2%	1%	0.4%	60%
C=CCn1c(SCc2nc3ccccc3c(=O)[nH]2)nc2ccccc2c1=O	9%	-3%	13%	10.0%	-7%
CCCCC(CC)CNC(=O)C1CC=CCC1C(=O)O (stereo not given)	0%	2%	-5%	0.8%	3%
O=C(Nc1cccc(NC(=O)c2cccnc2)c1)c1cccnc1	-17%	-3%	-8%	1.0%	-5%
COc1ccc(C(C(=O)Nc2ccc3c(c2)OCO3)N(C)C(=O)Cc2c[nH]c3ccccc23)cc1 (stereo not given)	8%	2%	3%	11%	30%
COc1ccc(-c2cnnn2-c2ccc(NC(=O)c3ccc(S(=O)(=O)N4CCCCC4)cc3)cc2)cc1	-4%	69%	-6%	1.8%	28%
COCCN(C(=O)COC(=O)c1ccco1)c1c(N)n(Cc2ccccc2)c(=O)[nH]c1=O	-9%	-15%	-1%	3.6%	-19%
CCCSc1nc(NCc2ccco2)c2c3c(sc2n1)COC(C)(CC)C3 (stereo not given)	-1%	6%	-11%	i	17%
COCCN1Cc2cccc(C(=O)NCCc3ccccc3)c2C1=O	1%	-3%	-2%	0.5%	-7%
Cc1ccc(C(=O)NCCSC(C)(C)C)cc1[N+](=O)[O-]	-6%	?	-6%	1.9%	66%

(list continues)
SMILES	influenza NS1A	M. tuberculosis HTS	PhoP GFP inhibition	VEEV TC-83 Vero	tuberculosis growth	others
CCOC(=O)c1ccc(Oc2nc(NC(C)(C)C)nc(N(C)C)n2)cc1	0%	21µM*	-4%	8.5%	57%
Cc1cc(C)cc(OCCNS(=O)(=O)c2cccs2)c1	-6%	5%	5%	2.0%	9%
COc1cccc(NC(=O)C2CCN(c3ncccn3)CC2)c1	-4%	-10%	-5%	2.3%	12%
COc1cc(CN2CCNC(=O)C2CC(=O)N(C)Cc2ncc[nH]2)cc(OC)c1 (stereo not given)	4%	-8%	11%	i	-6%
O=C(CNC(=O)C1COc2ccccc2O1)N/N=C/c1ccc([N+](=O)[O-])cc1 (stereo not given)	4%	11%	0%	0.3%	?

Screening data (PubChem BioAssay)
